# Screens deposited in PubChem by NCI.
# mec2-1: NCI yeast anticancer drug screen, S. cerevisiae mec2-1 strain. % growth inhibition at 50 µM. 79,000 tested, 9% active;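 also: 0% = growth of vehicle-only cultures of the same strain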
#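 Test agents were screened against the mec2-1 yeast strain, with defined DNA repair or cell cycle alteration. Growth was scored as inhibition against vehicle-only controls.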
# bub3: NCI yeast anticancer drug screen, S. cerevisiae bub3 mutant strain; growth inhibition, % at 50 µM; 78,000 tested, 9.9% active; AID 167;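 also: 0% = growth of vehicle-only cultures of the same strain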
#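 Yeast carrying a defined mutation is treated with each compound, and growth is compared with that of vehicle-exposed cells to give inhibition.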
# rad50: NCI yeast anticancer drug screen, S. cerevisiae rad50 strain; % growth inhibition at 50 µM; 79,000 tested, 10% active; AID 155;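 also: 0% = growth of vehicle-only cultures of the same strain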
#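 Genetically altered yeast (DNA repair pathway); compound treatment; growth inhibition vs vehicle ctrl.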
# sgs1 mgt1: NCI yeast anticancer drug screen, S. cerevisiae sgs1 mgt1 strain. 78,000 tested, 10% active. growth inhibition, % at 50 µM;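 also: 0% = growth of vehicle-only cultures of the same strain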
#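 Read-out: growth inhibition vs vehicle controls. Cells: mutant yeast strain deficient in DNA damage repair.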
# yeast mlh1 rad18: NCI yeast anticancer drug screen, S. cerevisiae mlh1 rad18 strain | % growth inhibition at 50 µM | 79,000 tested, 11% active | AID 175;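 also: 0% = growth of vehicle-only cultures of the same strain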
#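 Read-out is yeast growth inhibition, calculated against vehicle-only controls. The compound was applied to a strain engineered with DNA damage repair alterations.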
# yeast cln2 rad14: NCI yeast anticancer drug screen, S. cerevisiae cln2 rad14 strain; AID 165; growth inhibition, % at 50 µM; 78,000 tested, 8.3% active;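 also: 0% = growth of vehicle-only cultures of the same strain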
#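 Growth of compound-exposed yeast (cln2 rad14 genotype) measured and expressed as inhibition relative to vehicle.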
# The depositor's hits bear a star; & = joins results of further samples. Rule as the data show it: active = growth inhibition above about 70%; inactive = the rest. An unsorted share of the library. Share with any hit: about 15%.
SMILES,mec2-1,bub3,rad50,sgs1 mgt1,yeast mlh1 rad18,yeast cln2 rad14
O=S(=O)(O)c1ccc(-c2c3nc(c(-c4ccc(S(=O)(=O)O)cc4)c4ccc([nH]4)c(-c4ccc(S(=O)(=O)O)cc4)c4nc(c(-c5ccc(S(=O)(=O)O)cc5)c5ccc2[nH]5)C=C4)C=C3)cc1,88*,93*,94*,92*,91*,91*
CO[C@@H]1O[C@H](C(=O)c2ccccc2)[C@H]2OC(C)(C)O[C@@H]12,-11,19,-5,28,16,9
C1CCc2nnnn2CC1,-18&-40,-1&-14,25&-36,-14&-30,4&3,-17&10
CC1OC(Cl)CC(NC(=O)C(F)(F)F)C1OC(=O)c1ccc([N+](=O)[O-])cc1 (stereo not given),7,3,59,40,36,31
O=C(O)CCCc1ccc2c(c1)CC1(C2)Cc2ccc(CCCC(=O)O)cc2C1,2,9,-38,-28,-6,9
CC(C)/C(Cl)=N\OC(=O)Nc1ccccc1F,76*,82*,-8,63,59,35
Cc1ccc(O)c(Cc2cccc(Cl)c2)c1,100*,99*,99*,100*,99*,99*
COC(=O)c1ccc(C(=O)O)cc1[N+](=O)[O-],-10,-13,-5,-2,-14,22
Cc1ccc(Nc2nc3c(=O)n(C)c(=O)n(C)c3nc2Nc2ccc(C)cc2)cc1,95*,95*,93*,93*,96*,79*
CC1(C)CN2C(c3ccccc3)=NN(c3ccccc3)C2(C)C1 (stereo not given),-18,50,-6,21,6,-23
O=c1[nH][nH]c(=O)c2c1ncn2Cc1ccccc1,-17,-15,35,2,-26,-50
Cc1cc(CC(N)C(=O)O)ccc1O (stereo not given),7,0,-1,-6,-17,-7
COC(=O)/C(C(C)=O)=C(\OC(C)=O)c1ccc(OC)c(OC)c1,91*,98*,94*,46,60,96*
O=P(CCC(F)(F)C(F)(F)C(F)(F)C(F)(F)C(F)(F)C(F)(F)C(F)(F)F)(N1CC1)N1CC1,-2,-1,25,8,2,-10
COc1ccc(/C=C/C(=O)c2ccccc2)cc1,-18,-29,26,-13,5,2
C=CC(OC(=O)C(C)C)c1ccc(OC(=O)C(C)C)cc1 (stereo not given),-24,4,-19,-25,-1,9
[N-]=[N+]=Nc1ccc2nc(N)nc(N)c2c1,6,-7,-4,3,-5,-34
O=Cc1ccc(-c2ccc([N+](=O)[O-])cc2)o1,9,0,4,-10,4,-8
O=C1OC(OC/C(Br)=C(/Br)COC2OC(=O)C(Cl)=C2Cl)C(Cl)=C1Cl (stereo not given),99*,99*,99*,99*,99*,97*
O=C(NCCNC(=O)C(Br)(Br)Br)C(Br)(Br)Br,53,70,82*,58,73*,45
CCOC(=O)N1CCN(C(=O)OCC)C(C)C1 (stereo not given),-1,6,4,-9,-9,-20
Cc1cn(C2CCC(=O)C2)c(=O)[nH]c1=O (stereo not given),-9,-4,-9,-15,-18,4
C[C@@]12C[C@@H](c3ccccc3O1)N1CCCSC1=N2,-16,-10,20,5,12,33
O=C1CCCC2c3ccccc3NC12 (stereo not given),35,-18,2,-2,10,79*
CC/C(CCC(=O)OC)=N/Nc1ccc([N+](=O)[O-])cc1[N+](=O)[O-],7,-6,4,7,-11,-23
# (continued)
SMILES,mec2-1,bub3,rad50,sgs1 mgt1,yeast mlh1 rad18,yeast cln2 rad14
O=C(O)C(Cc1c[nH]c2ccccc12)NS(=O)(=O)Cc1ccccc1 (stereo not given),-13,24,-33,-9,-21,-11
O=C1OC(c2ccccc2)N(C(=O)c2ccccc2)C1Cc1ccc(OCc2ccccc2)cc1 (stereo not given),-6,1,-30,-6,6,-14
CC(=O)Oc1ccc(C)cc1C(C)(C)C,55,59,58,59,74*,29
O=C(NC(=O)C(F)(F)F)Nc1cc(F)ccc1F,1,-11,1,-20,-1,-40
COc1cccc(Oc2cccc[n+]2CC(C)=O)c1,-10,0,-58,4,1,8
CCc1nc(N)nc(-c2nc(N)nc(CC)c2C)c1C,-2,-29,11,-8,16,-8
COc1cc(C2C(C(=O)Nc3ccccc3)=C(C)NC(C)=C2C(=O)Nc2ccccc2)ccc1O,10,12,1,-18,-3,9
[N-]=[N+]=Nc1ccccc1-c1ccc([N+](=O)[O-])cc1,-12,1,-13,11,30,-32
COc1ccc(CCCC(=O)O)c2c(OC)cccc12,40,50,81*,61,78*,72*
Nc1nc(N)nc(-c2ccccc2)n1,-1,-1,10,-5,6,-48
Oc1ccc(-c2nc(-c3ccccc3)c(-c3ccccc3)[nH]2)cc1,-15,-8,-23,-1,4,-46
CCS(=O)(=O)/C=C/c1ccco1,-19,20,28,5,-15,-37
CC(=O)OC(C)C(=O)O (stereo not given),-8,-1,-15,-6,0,5
O=S(=O)(Nc1cccc(Cl)c1)c1ccc(Cl)cc1,100*,100*,100*,100*,100*,100*
CN1C(=O)C(Cc2cnc[nH]2)NC1=S (stereo not given),25,11,12,23,1,-8
Cn1c(N)c(NC(=O)CC#N)c(=O)n(C)c1=O,3,-10,21,27,21,21
CCCCCCCCCCCC(=O)NC1CC(O[C@H]2C[C@](O)(C(=O)CO)Cc3c(O)c4c(c(O)c32)C(=O)c2c(OC)cccc2C4=O)OC(C)C1O (stereo not given in full),3,23,0,-21,8,15
CC(C)OC/N=C(/N)NC#N,13,-10,-17,-29,-6,13
N#C/C(=C\c1ccc(Cl)cc1Cl)C(=O)N/N=C/c1ccc(Cl)cc1Cl,38,98*,63,28,24,58
OCc1cc2c([nH]c3ccccc32)c(C(O)CO)n1 (stereo not given),95*,93*,93*,94*,-68,93*
CC(=O)CCC(=O)CCC(C)=O,30,29,0,6,-3,-2
O=[N+]([O-])c1c(Br)ncn1Cc1ccccc1,8,-5,69,22,38,8
CCCSC1CCCCC1C(=O)O (stereo not given),-6,-41,-4,-3,6,4
O=C(Nc1ccc(Br)cc1)c1c(-c2ccccc2)c2ccc(O)cc2oc1=O,96*,97*,96*,99*,98*,94*
O=C(N/N=C\c1ccc([N+](=O)[O-])cc1)Nc1cccc2ccccc12,13,-1,-49,-42,-42,-14

# Record cards (already shown). Screens in order: mec2-1, bub3, rad50, sgs1 mgt1, yeast mlh1 rad18, yeast cln2 rad14
# `O=C(O)C(Cc1c[nH]c2ccccc12)NS(=O)(=O)Cc1ccccc1` (stereo not given) as listed: -13, 24, -33, -9, -21, -11
# `Nc1nc(N)nc(-c2ccccc2)n1` as listed: -1, -1, 10, -5, 6, -48

# 21 entries from above, ordered by length of the SMILES, descending:
SMILES,mec2-1,bub3,rad50,sgs1 mgt1,yeast mlh1 rad18,yeast cln2 rad14
CCCCCCCCCCCC(=O)NC1CC(O[C@H]2C[C@](O)(C(=O)CO)Cc3c(O)c4c(c(O)c32)C(=O)c2c(OC)cccc2C4=O)OC(C)C1O (stereo not given in full),3,23,0,-21,8,15
COc1cc(C2C(C(=O)Nc3ccccc3)=C(C)NC(C)=C2C(=O)Nc2ccccc2)ccc1O,10,12,1,-18,-3,9
O=C1OC(c2ccccc2)N(C(=O)c2ccccc2)C1Cc1ccc(OCc2ccccc2)cc1 (stereo not given),-6,1,-30,-6,6,-14
CC/C(CCC(=O)OC)=N/Nc1ccc([N+](=O)[O-])cc1[N+](=O)[O-],7,-6,4,7,-11,-23
N#C/C(=C\c1ccc(Cl)cc1Cl)C(=O)N/N=C/c1ccc(Cl)cc1Cl,38,98*,63,28,24,58
O=C(N/N=C\c1ccc([N+](=O)[O-])cc1)Nc1cccc2ccccc12,13,-1,-49,-42,-42,-14
O=C(O)C(Cc1c[nH]c2ccccc12)NS(=O)(=O)Cc1ccccc1 (stereo not given),-13,24,-33,-9,-21,-11
Oc1ccc(-c2nc(-c3ccccc3)c(-c3ccccc3)[nH]2)cc1,-15,-8,-23,-1,4,-46
[N-]=[N+]=Nc1ccccc1-c1ccc([N+](=O)[O-])cc1,-12,1,-13,11,30,-32
C[C@@]12C[C@@H](c3ccccc3O1)N1CCCSC1=N2,-16,-10,20,5,12,33
O=S(=O)(Nc1cccc(Cl)c1)c1ccc(Cl)cc1,100*,100*,100*,100*,100*,100*
Cn1c(N)c(NC(=O)CC#N)c(=O)n(C)c1=O,3,-10,21,27,21,21
O=C(NC(=O)C(F)(F)F)Nc1cc(F)ccc1F,1,-11,1,-20,-1,-40
COc1ccc(CCCC(=O)O)c2c(OC)cccc12,40,50,81*,61,78*,72*
CN1C(=O)C(Cc2cnc[nH]2)NC1=S (stereo not given),25,11,12,23,1,-8
CC(=O)Oc1ccc(C)cc1C(C)(C)C,55,59,58,59,74*,29
Nc1nc(N)nc(-c2ccccc2)n1,-1,-1,10,-5,6,-48
O=C1CCCC2c3ccccc3NC12 (stereo not given),35,-18,2,-2,10,79*
CC(C)OC/N=C(/N)NC#N,13,-10,-17,-29,-6,13
CCCSC1CCCCC1C(=O)O (stereo not given),-6,-41,-4,-3,6,4
CC(=O)OC(C)C(=O)O (stereo not given),-8,-1,-15,-6,0,5

# (list continues)
SMILES,mec2-1,bub3,rad50,sgs1 mgt1,yeast mlh1 rad18,yeast cln2 rad14
CCC1(O)C(=O)OCc2c1cc1n(c2=O)Cc2cc3c(N)cccc3nc2-1 (stereo not given),-1,-9,57,-2,-65,-7
O=C1c2ccccc2C(=O)c2c(Cl)cccc21,5,-9,57,-19,7,-39
Cc1nc(NN)ccc1[N+](=O)[O-],-5,7,15,-15,-32,-62
Cc1ccc(C)c(OS(=O)(=O)c2ccc([N+](=O)[O-])cc2)c1,-23,1,-3,-7,-8,-42
Nc1nc(Cl)c2ncn(C3OC(CO)C(O)C3O)c2n1 (stereo not given),-4,-5,-8,-2,1,-35
CC(C)(C)[OH+][O-].[O-]c1ccc(Cl)cc1C=Nc1ccc(Cl)cc1[O-].[O]=[V],94*,93*,94*,92*,95*,91*
CC(C)OC(=O)Nc1ccccc1Cl,-19,7,-13,10,22,-3
Clc1ccc(/C=N/Nc2c3ccccc3nc3ccccc23)c(Cl)c1,46,60,86*,88*,85*,28
CCCCCCCOc1ccc(/C=C\c2cc[n+](CCCCCCCC[n+]3ccc(/C=C\c4ccc(OCCCCCCC)cc4)cc3)cc2)cc1,-8,8,-22,-14,10,23
C[C@@H]1CC[C@@H](C)[C@](C)(CCc2ccoc2)C/C=C\C=C/1C(=O)O,86*,69,85*,74*,78*,85*
CC1=NN(C(=O)c2ccncc2)C(=O)C1N=Nc1ccc2ccccc2c1 (stereo not given),-20,8,-4,4,16,-26
Cc1ccc(N=CC=C2C=CN(O)C=C2)nc1,-11,-19,-8,-1,-10,-19
CCC12CC3(C(=O)OC)OC1C(O)CN1CCc4c(n3c3cc(OC)ccc43)C12 (stereo not given),-42,-9,7,12,2,5
Clc1cc(OC23CC4CC(CC(C4)C2)C3)nc(Cl)n1,-9,-38,-14,-20,-32,-26
N#CC1(C#N)NC(c2cccnc2)C(C#N)(C#N)NC1c1cccnc1 (stereo not given),13,-6,10,-22,-20,-4
CCOC(=O)OC(=S)N(C1CCCCC1)C1CCCCC1,17,62,51,51,61,41
C#C[C@@]1(O)CCCC2=CC3(CC[C@]21C)SCCS3,-1,20,28,45,36,48
C[n+]1ccccc1CCC(=O)Nc1ccccc1,15,1,-1,2,-18,0
O=C1CC(c2ccccc2)=NCCN1,16,-19,-9,12,-7,-4
CC(=O)Nc1ccc(C=O)cc1,19&4,-9&-4,25&13,24&15,28&5,9&-18
CC(Br)CCc1ccccc1Br (stereo not given),-9,20,4,-3,11,-39
C=C(C)C(=O)NCNC(=O)C(=C)C,-18,-3,-3,-19,-11,-59
CCOc1c(NCCO)c2cc(Cl)ccc2oc1=O,11,5,2,15,2,6
Oc1ccccc1-n1nc2ccc3nonc3c2n1,-61,-1,-17,-39,-40,-36
CC(C)=C(c1ccccc1)c1c(N)ncnc1Cl,6,14,-9,0,-6,26
